NF-kB neuron act = compounds increasing NF-kB expression in human neuronal cells. NF-kB reporter expression; hits give high values. AID 1239. 190,000 compounds, 1.6% hits. fold change at 12.5 µM; in the data active means fold change above about 3.3
APP transl inh = APP translation inhibition. SH-SY5Y APP 5'UTR-luciferase reporter, luminescence. inhibition, % at 2 µM. 190,000 compounds, 0.82% hits;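 active means inhibition above a set limit, derived from the sample mean plus 3 SD, cut at about 45% in these data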; further: values of inactives mirror those of a sister screen read the other way
G6PDH CS = L. mesenteroides G6PDH inhibition counter-screen. Purified L. mesenteroides G6PDH, diaphorase/resazurin coupled fluorescence, 45 min. inhibition, % at 5 µM. 200,000 compounds, 0.12% hits. AID 1020; in the data active means inhibition above about 50%
APP 5'UTR act = activates APP 5'UTR luciferase reporter | SH-SY5Y APP 5'UTR luciferase reporter, luminescence; zero percent = DMSO vehicle wells | activation, % at 2 µM | 190,000 compounds, 1% hits;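 active means activation above a set limit, based on mean plus 3 SD of controls, cut at about 140% in these data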; further: values of inactives mirror those of a sister screen read the other way
TLR4 MyD88 comp = TLR4-MyD88 interaction inhibition in cells. O00206+Q99836. HeLa CL3-4 TLR4/MyD88 BLA complementation, FRET ratio. inhibition, % at 8.4 µM. 200,000 compounds, 0.18% hits. AID 861; in the data active means inhibition above about 25%;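 further: 0% = vehicle and 100% = reference inhibitor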
STAT1 act = increases IFN-gamma driven STAT1 reporter signal; NIH 3T3 STAT1-luciferase reporter, luminescence; 100% = IFN-gamma alone, no compound; activation (% of control), % at 5.5 µM; 200,000 compounds, 2.6% hits; AID 932;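 active means activation above the screen-wide mean activation plus 3 SD, cut at about 130% in these data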;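 further: raw ratio to IFN-gamma control signal so 100% means no change and 0% no light; values of inactives mirror those of a sister screen read the other way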
Diaphorase inh = diaphorase inhibition or chemical oxidation counter-screen; diaphorase resazurin-to-resorufin fluorescence, NADH, 16 min; bacterial (C. kluyveri) enzyme, not human; inhibition, % at 20 µM; 190,000 compounds, 0.69% hits; AID 1217;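 active means primary screen inhibition at 20 µM above a set limit, cut at about 50% in these data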;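 further: plate controls were DMSO with full reaction for no effect and wells lacking NADH for full effect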
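Detection: fluorescence of resorufin formed from resazurin, Ex 544/Em 590 nm; test system: Clostridium kluyveri diaphorase enzyme; amount: 0.14 U/mL diaphorase, enzyme working solution; times: 16-min room-temperature incubation before reading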
FLuc stim CS = affects firefly luciferase, flagging false hits in luciferase stimulation screens; P08659; ATPlite luciferase biochemical, luminescence, 10 min; 0 = ATP-free wells, 1 = DMSO control; activation factor at 10 µM; 200,000 tested, under 10 active;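 active means luciferase activation factor, scaled between plate controls, of at least 2 with compound at 10 µM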
Target sequence (P08659 whole entry, looked up): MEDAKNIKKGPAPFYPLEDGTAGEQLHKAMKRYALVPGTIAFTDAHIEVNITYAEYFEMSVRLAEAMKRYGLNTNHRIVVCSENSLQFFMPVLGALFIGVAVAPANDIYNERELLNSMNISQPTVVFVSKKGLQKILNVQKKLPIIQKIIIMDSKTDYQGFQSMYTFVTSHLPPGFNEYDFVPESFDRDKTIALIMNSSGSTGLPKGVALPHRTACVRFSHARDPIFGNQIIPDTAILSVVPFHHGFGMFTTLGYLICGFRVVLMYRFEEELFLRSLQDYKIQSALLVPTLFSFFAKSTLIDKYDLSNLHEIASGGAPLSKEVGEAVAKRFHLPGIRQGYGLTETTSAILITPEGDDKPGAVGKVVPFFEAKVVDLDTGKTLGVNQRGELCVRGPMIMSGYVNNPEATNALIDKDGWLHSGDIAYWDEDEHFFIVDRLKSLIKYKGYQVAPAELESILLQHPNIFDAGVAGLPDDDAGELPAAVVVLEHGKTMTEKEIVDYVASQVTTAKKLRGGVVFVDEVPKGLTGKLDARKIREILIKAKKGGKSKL
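Material: Luciferase/luciferin reagent mix | Doses: Test compounds dosed from 2 mM stocks in 100% DMSO | Timing: 10 min incubation after luciferase reagent addition, room temperature | Measured by: Luminescence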
FLuc inhib CS = Photinus pyralis luciferase inhibition counter-screen. ATPLite firefly luciferase biochemical luminescence, 10 min. AID 1006. 200,000 compounds, 1.5% hits. inhibition, % at 10 µM;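 active means inhibition above about 50% when tested at 10 µM, limit read from the data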
Diaph act CS = counter-screen for diaphorase-based assays: diaphorase activators and chemical reducers | activation factor at 20 µM | 190,000 compounds, 0.005% hits | Diaphorase/resazurin coupled assay, resorufin fluorescence, 16 min; hits give high values; 1 = vehicle wells, 0 = NADH-free wells | AID 1229;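 active means diaphorase activity raised at least twofold by the compound at 20 µM; inactive means activation factor below 2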
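Material: purified diaphorase enzyme from Clostridium kluyveri; Also added: 0.114 mM NADH and 0.1 mM resazurin, final amounts; Doses: single compound dose of 20 µM, 1% DMSO final; Times: 16 min enzyme reaction, ambient temperature; Detection: resorufin fluorescence, excitation 544 nm, emission 590 nm; Measure: increased resorufin signal from activators or reducing compounds.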
Numbers without * were called inactive; / = no result given.

1. COc1ccc(C(=O)C2CCCN(C(=O)C3CCOCC3)C2)c(C)c1 (stereo unspecified)
2. O=C(c1ccccc1)N1CCN(c2ncnc3sc4c(c23)CCC4)CC1
3. COc1cc(C(=O)NC2=NCCS2)ccc1OCc1c(C)noc1C
4. Cc1ccc(C)c(C(=O)COc2ccc(C)nc2[N+](=O)[O-])c1
5. Clc1ncnc2c1oc1ccccc12
6. COc1cc(CCC(=O)Nc2cccc(C(F)(F)F)c2)cc(OC)c1OC
entry no.	1	2	3	4	5	6
NF-kB neuron act	1.1	0.48	1.6	1.2	3.1	1.1
APP transl inh	18	-16	-58	-2	-86	-12
G6PDH CS	15	20	2	1	19	-14
APP 5'UTR act	-18	16	96	1	86	12
TLR4 MyD88 comp	-10	-12	-6	-3	33*	-3
STAT1 act	105	86	87	97	142*	107
Diaphorase inh	6	15	14	21	7	5
FLuc stim CS	1	1	1	1	1.1	1
FLuc inhib CS	-1	2	-4	-3	-5	-2
Diaph act CS	0.9	0.9	0.9	0.8	0.9	1

7. COc1cccc(-n2cc(CNCc3cn(C)nc3-c3ccccc3F)cn2)c1
8. O=C1/C(=C/c2ccccc2)NC(=S)N1C(c1ccccc1)c1ccccc1
9. Cc1onc(-c2ccccc2)c1C(=O)NC(=S)NNC(=O)c1ccc(O)cc1
10. O=c1c2c([nH]c3ccc(Br)cc13)CCCC2
11. CCc1cc(C(=O)N=Nc2c(O)[nH]c3ccc([N+](=O)[O-])cc23)c2ccccc2n1
12. O=C(Nc1ccccc1)c1cccc(N2C(=O)CCC2=O)c1
entry no.	7	8	9	10	11	12
NF-kB neuron act	0.95	1.7	0.82	/	0.37	1.1
APP transl inh	-3	-13	18	/	12	-5
G6PDH CS	8	3	2	12	-29	-4
APP 5'UTR act	3	13	-18	/	-12	5
TLR4 MyD88 comp	-3	3	4	/	-7	16
STAT1 act	98	98	101	/	96	90
Diaphorase inh	12	21	18	1	29	10
FLuc stim CS	1.1	1.1	1	1.1	1	1.1
FLuc inhib CS	-6	-7	-3	-8	-5	-8
Diaph act CS	0.9	0.8	0.8	1	0.7	0.9

13. O=C(COC(=O)c1ccccn1)Nc1c(Cl)cccc1Cl
14. CCOC(=O)c1oc2ccc(S(=O)(=O)Nc3ccc4c(c3)n(C)c(=O)n4C)cc2c1C
15. C/C(Cl)=C\Cn1c(Nc2cccc(C)c2)nc2c1c(=O)n(C)c(=O)n2C
16. Nc1ccc(N(CCO)CCO)cc1
17. CC(C)OC(=O)CCCCCN1C(=O)CSC1=S
18. COc1cc(/C=N/NC(=O)c2cccc(S(=O)(=O)N3CCCCC3)c2)cc(Br)c1O
entry no.	13	14	15	16	17	18
NF-kB neuron act	1.1	0.49	0.51	0.76	1.3	1.3
APP transl inh	-19	-11	-11	-3	-1	-2
G6PDH CS	-5	-42	-1	35	-16	1
APP 5'UTR act	19	11	11	3	1	2
TLR4 MyD88 comp	7	-7	-8	-3	-6	3
STAT1 act	96	85	83	102	97	108
Diaphorase inh	15	16	2	53*	14	17
FLuc stim CS	1.1	1.1	1	1.1	1.1	1
FLuc inhib CS	-6	-7	0	-5	-8	-5
Diaph act CS	0.9	0.8	1	0.5	0.9	0.8

19. O=C(Nc1ccc(F)cc1F)c1csc(-c2cccs2)n1
20. COCCCNC(=O)c1ccc(N2CCOCC2)c(NS(=O)(=O)c2ccc(OC)cc2)c1
21. CCOC(=O)c1c(C)n(C)c2ccc(OC)c(NC(=O)c3cccs3)c12
22. O=C(NCCSc1ccccc1)c1ccccc1Cl
23. COC(=O)c1ccccc1NC(=O)C1CCC(=O)N1S(=O)(=O)c1ccc(C)cc1 (stereo unspecified)
24. CCCS(=O)(=O)NCCc1cc2cc(C)c(C)cc2[nH]c1=O
entry no.	19	20	21	22	23	24
NF-kB neuron act	1.4	1	0.91	4.7*	1.1	1.2
APP transl inh	-109	-30	0	-100	-18	3
G6PDH CS	2	-13	1	3	0	7
APP 5'UTR act	109	30	0	100	18	-3
TLR4 MyD88 comp	1	10	-3	-6	-10	4
STAT1 act	135*	93	106	141*	98	105
Diaphorase inh	12	10	15	6	10	21
FLuc stim CS	1	1	1	0.9	1	1
FLuc inhib CS	1	-4	-3	6	0	-4
Diaph act CS	0.9	0.9	0.8	0.9	0.9	0.8

25. O=C1CC(c2cccnc2)c2cc3c(cc2N1)OCCO3 (stereo unspecified)
26. Cc1ccc(OCC(=O)Nc2ccc3c(c2)OC(F)(F)O3)c([N+](=O)[O-])n1
27. CCNC(=O)COc1ccc2ccccc2c1
28. OCc1csc(=Nc2ccccc2)n1-c1ccccc1
29. CCOC(=O)c1c(C)n(C)c2ccc(OC)c(NC(=O)CN3CCN(C4CCCCC4)CC3)c12
30. Cc1ccc(S(=O)(=O)Cn2nnnc2CN2CCN(C(=O)c3ccco3)CC2)cc1
entry no.	25	26	27	28	29	30
NF-kB neuron act	1.1	0.9	1.6	0.82	1.2	1
APP transl inh	-8	-2	-17	-4	16	7
G6PDH CS	34	-10	6	7	3	2
APP 5'UTR act	8	2	17	4	-16	-7
TLR4 MyD88 comp	-10	-4	4	-7	-2	4
STAT1 act	100	104	118	103	98	98
Diaphorase inh	13	6	-11	22	-15	8
FLuc stim CS	1	1	1	1	1.1	1.1
FLuc inhib CS	-1	-2	3	-5	-5	-5
Diaph act CS	0.9	0.9	1.1	0.8	1.2	0.9

Along the list, as entered above:
FLuc inhib CS, compounds 16 to 19 → -5, -8, -5, 1
APP 5'UTR act, compounds 16 to 19 → 3, 1, 2, 109
Diaph act CS, compounds 16 to 19 → 0.5, 0.9, 0.8, 0.9

Later entries.
31. CC1CN(S(=O)(=O)c2ccccc2)CC(C)O1 (stereo unspecified)
32. CCCCCCS(=O)Cc1ccccc1 (stereo unspecified)
33. COc1cccc(NC(=O)N2CCCC2C(=O)NC(C)C)c1 (stereo unspecified)
34. Cc1ccc(C(=O)Oc2cccc(NC(=O)c3ccccc3)c2)cc1C
35. C=C(C)C1CCC(C)=C1CC(C)(C)/C=N\n1cnnc1 (stereo unspecified)
36. Nc1ccn(-c2ccccc2)c(=O)c1
entry no.	31	32	33	34	35	36
NF-kB neuron act	1.1	1	1.3	1.1	0.93	1.2
APP transl inh	6	-11	3	0	21	3
G6PDH CS	-3	16	2	-18	9	16
APP 5'UTR act	-7	11	-3	0	-21	-3
TLR4 MyD88 comp	-7	-6	-5	-7	9	3
STAT1 act	99	96	91	103	93	97
Diaphorase inh	-1	7	8	23	-12	13
FLuc stim CS	1	1.1	1	1	1	1
FLuc inhib CS	2	-9	-3	-2	-2	1
Diaph act CS	1	0.9	0.9	0.8	1.1	0.9

37. COc1cc(C(=O)Nc2nccs2)cc(OC)c1OC
38. Cc1nn(CC(=O)OCC(=O)Nc2c(C(C)C)cccc2C(C)C)c(C)c1[N+](=O)[O-]
39. COc1cc(S(=O)(=O)Nc2c(C)cc(C)cc2C)ccc1Cl
40. CN(C)Cc1nc2c([nH]1)c(=O)n(C)c(=O)n2C
41. Cc1ccc(C2=N/C(=C\c3cccs3)C(=O)N2Nc2ccccc2)cc1
42. O=C(NCCCNc1ccc(C(F)(F)F)cc1[N+](=O)[O-])c1ccc(Cl)cc1
entry no.	37	38	39	40	41	42
NF-kB neuron act	1.1	1.1	1	1.4	1.4	0.84
APP transl inh	19	-5	13	-13	-2	-23
G6PDH CS	0	12	14	18	1	-2
APP 5'UTR act	-19	5	-13	13	2	23
TLR4 MyD88 comp	3	-15	-15	4	8	4
STAT1 act	99	96	96	102	99	100
Diaphorase inh	6	3	23	22	10	26
FLuc stim CS	1	1	1	1	1	1.1
FLuc inhib CS	-1	0	1	-2	3	-6
Diaph act CS	0.9	1	0.8	0.8	0.9	0.7

43. Cc1ccc(C)c(NC(=S)N2CCN(c3cccc(C(F)(F)F)c3)CC2)c1
44. CN(Cc1ccccc1)C(=O)c1c[nH]c2ccc(S(=O)(=O)N3CCOCC3)cc2c1=O
45. O=C(NC1CCCC1)c1ccc(Br)s1
46. CSc1ccc(CN(C)C(C)C(=O)Nc2ccc(F)c(F)c2F)cc1 (stereo unspecified)
47. Cc1ccc(/C=C/C(=O)NCCCc2ccccc2)cc1
48. CN(C)c1ccc(N=Cc2nc(-c3ccccc3)oc2OC(=O)c2cccc(Br)c2)cc1
entry no.	43	44	45	46	47	48
NF-kB neuron act	1.1	0.99	1.1	0.95	1.1	2.6
APP transl inh	-9	-14	4	3	-8	-101
G6PDH CS	4	7	14	5	-18	1
APP 5'UTR act	9	14	-4	-3	8	101
TLR4 MyD88 comp	10	-5	-11	-12	7	-8
STAT1 act	97	100	108	97	115	128
Diaphorase inh	13	-1	-6	4	-7	19
FLuc stim CS	1.1	1.1	1	1	0.9	1
FLuc inhib CS	-7	-7	4	-2	11	-1
Diaph act CS	0.9	1	1.1	1	1.1	0.8

Results in TLR4 MyD88 comp, FLuc inhib CS and G6PDH CS, for 2 of the compounds above:
| cpd | compound | TLR4 MyD88 comp | FLuc inhib CS | G6PDH CS |
| --- | --- | --- | --- | --- |
| 44 | CN(Cc1ccccc1)C(=O)c1c[nH]c2ccc(S(=O)(=O)N3CCOCC3)cc2c1=O | -5 | -7 | 7 |
| 45 | O=C(NC1CCCC1)c1ccc(Br)s1 | -11 | 4 | 14 |

One compound at a time, from the list above:
Results for CN(C)c1ccc(N=Cc2nc(-c3ccccc3)oc2OC(=O)c2cccc(Br)c2)cc1 → NF-kB neuron act = 2.6; APP transl inh = -101; G6PDH CS = 1; APP 5'UTR act = 101; TLR4 MyD88 comp = -8; STAT1 act = 128; Diaphorase inh = 19; FLuc stim CS = 1; FLuc inhib CS = -1; Diaph act CS = 0.8
Results for CSc1ccc(CN(C)C(C)C(=O)Nc2ccc(F)c(F)c2F)cc1 (stereo unspecified) → NF-kB neuron act = 0.95; APP transl inh = 3; G6PDH CS = 5; APP 5'UTR act = -3; TLR4 MyD88 comp = -12; STAT1 act = 97; Diaphorase inh = 4; FLuc stim CS = 1; FLuc inhib CS = -2; Diaph act CS = 1

Other results
49. O=C(Nc1ccc(Cl)cc1)N1CCCN(Cc2ccccc2F)C1
50. COc1ccc2c(c1OC)C(=O)OC2Nc1ccccn1 (stereo unspecified)
51. Cn1c(=O)c2c(ncn2CC(=O)Nc2nnc(Cc3ccccc3)s2)n(C)c1=O
52. CCn1cc(C(=O)OCc2ccc(F)cc2)c(=O)c2ccc(C)nc21
53. Cc1cccc(NC(=S)N2CCN(S(=O)(=O)c3cccc(F)c3)CC2)c1
54. Cc1ccnc(NC(=O)CCCOc2cc(=O)n(C)c3ccccc23)c1
entry no.	49	50	51	52	53	54
NF-kB neuron act	1	1.1	0.99	0.83	0.97	7.6*
APP transl inh	4	10	-9	-16	7	-13
G6PDH CS	8	1	4	22	5	-1
APP 5'UTR act	-4	-10	9	16	-7	13
TLR4 MyD88 comp	10	3	-3	5	0	-2
STAT1 act	98	97	100	89	92	113
Diaphorase inh	32	5	6	20	18	16
FLuc stim CS	1	1	1.1	1	1.1	1
FLuc inhib CS	-2	3	-5	2	-8	-4
Diaph act CS	0.7	0.9	0.9	0.8	0.8	0.8

Screening results from PubChem.
